EBV gp42 inh = blocks Epstein-Barr virus glycoprotein 42 binding; Q1HVG2; Fluorescence polarization binding assay, mP read-out; inhibition, % (tested at 21.74 µM); hit rate 0.42% among 220,000; in the data active means inhibition above about 50%
Target sequence (Q1HVG2 whole entry, looked up): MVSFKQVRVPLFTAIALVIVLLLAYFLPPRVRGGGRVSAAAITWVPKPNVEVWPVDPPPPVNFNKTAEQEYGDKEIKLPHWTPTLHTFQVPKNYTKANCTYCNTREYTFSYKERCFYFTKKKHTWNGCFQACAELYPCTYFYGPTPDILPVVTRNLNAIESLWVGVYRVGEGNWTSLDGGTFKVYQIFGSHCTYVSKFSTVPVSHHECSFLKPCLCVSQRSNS
Furin inhibitor = blocks human furin protease activity; AID 463115; hit rate 0.061% among 220,000; P09958; inhibition, % at 30 µM; purified furin, fluorogenic substrate cleavage; in the data active means inhibition above about 25%; further: inactives centre near -15
thrombin 1536 = thrombin (human) inhibition. inhibition, % at 5 µM. alpha-thrombin, Boc-VPR-AMC fluorogenic substrate cleavage. hit rate 0.26% among 220,000. P00734;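 active means inhibition at or above 40%; inactive means inhibition below 40%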;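 further: 0% = enzyme with no compound and 100% = wells without enzyme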
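System: human alpha-thrombin protein; Compound dosing: one concentration per compound, 5 µM, with 0.2% DMSO; Timing: reaction at room temperature; Technique: AMC fluorescence, 355/460 nm; Controls: enzyme without compound as high, wells lacking enzyme as low.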
Cl transport mod = modulates chloride dependent transport by human KCC2; Q9H2X9; KCC2 cells, thallium flux FluoZin-2 fluorescence; B-score of Tl+ flux slope (higher = more flux/activation; lower = inhibition) at 10 µM; hit rate 2.2% among 190,000; AID 1456;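 active means thallium flux slope and its plate-corrected score both differing from the plate sample mean at a set confidence after two filtering rounds, in either direction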;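 further: slope of fluorescence scaled to starting intensity during 10 to 20 s after thallium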
KLK5 inh = blocks human kallikrein 5 protease activity; Q9Y337; recombinant hK5, fluorogenic AMC substrate cleavage; inhibition, % at 5 µM; hit rate 0.59% among 210,000; AID 873;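 active means inhibition of 40% or more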;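 further: 0% = enzyme controls without compound and 100% = no-enzyme blanks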
Target sequence (Q9Y337 67-293 limits assumed): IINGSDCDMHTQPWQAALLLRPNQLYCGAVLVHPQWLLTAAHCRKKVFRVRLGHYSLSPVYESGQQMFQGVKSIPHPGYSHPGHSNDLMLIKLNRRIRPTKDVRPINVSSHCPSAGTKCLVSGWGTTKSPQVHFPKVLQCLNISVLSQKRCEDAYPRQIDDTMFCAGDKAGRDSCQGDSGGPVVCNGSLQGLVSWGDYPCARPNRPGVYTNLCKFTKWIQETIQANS
14-3-3 Bad PPI = disrupts binding of bovine 14-3-3 zeta to phospho-Bad peptide; TR-FRET 14-3-3zeta/Dy647-pBad peptide displacement, 1 h; inhibition, % at 21.7 µM; hit rate 0.71% among 220,000; P63103;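 active means inhibition above about 70%, limit read from the data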;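 further: 0% = full 14-3-3 plus peptide FRET controls and 100% = background without 14-3-3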
Target sequence (P63103 whole entry, looked up): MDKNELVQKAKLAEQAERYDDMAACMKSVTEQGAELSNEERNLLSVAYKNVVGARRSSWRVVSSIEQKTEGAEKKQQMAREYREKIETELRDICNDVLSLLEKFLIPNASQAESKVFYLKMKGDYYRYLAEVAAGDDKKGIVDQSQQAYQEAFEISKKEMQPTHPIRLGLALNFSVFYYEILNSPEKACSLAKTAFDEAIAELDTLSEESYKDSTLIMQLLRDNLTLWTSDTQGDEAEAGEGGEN
Rad51 HR inh = Rad51 (human) homologous recombination inhibition; Q06609; hRad51 DNA strand exchange, fluorescence dequenching; inhibition, % at 10 µM; hit rate 0.085% among 200,000; AID 1385;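 active means inhibition above 40% at the single screening dose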;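 further: 0% = DMSO control wells and 100% = blanks with heterologous ssDNA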
Target sequence (Q06609 whole entry, looked up): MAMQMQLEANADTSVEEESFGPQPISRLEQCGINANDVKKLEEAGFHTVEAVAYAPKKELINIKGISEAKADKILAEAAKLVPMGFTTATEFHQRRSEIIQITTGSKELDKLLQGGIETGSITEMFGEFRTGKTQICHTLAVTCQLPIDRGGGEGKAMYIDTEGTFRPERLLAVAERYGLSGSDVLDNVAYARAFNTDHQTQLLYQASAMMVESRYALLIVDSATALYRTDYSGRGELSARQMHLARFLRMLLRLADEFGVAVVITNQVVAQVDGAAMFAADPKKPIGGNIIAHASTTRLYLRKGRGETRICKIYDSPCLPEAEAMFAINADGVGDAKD
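Test system – preformed human Rad51 ssDNA filaments · Reagent – Donor/quencher-labelled 47-bp dsDNA substrate · Incubation – 37 °C 15-min filament assembly, 30-min compound preincubation, 15-min exchange · Signal – FRET fluorescence dequenching, excitation 485 nm, emission 520 nm · Read-out – percent inhibition from fluorescence, normalised to plate control and blank means · Benchmarks – plate control and blank wells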
p47phox inh = blocks human p47phox regulatory protein of NADPH oxidases | hit rate 0.53% among 220,000 | inhibition, % at 24.7 µM | p47phox/p22phox peptide binding, fluorescence polarization, 2 h | P14598;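 further: 0% = p47phox with labelled peptide and 100% = labelled peptide alone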
eIF4E 4G PPI = inhibitors of eIF4E and eIF4G interaction in translation initiation; P63073+Q04637; TR-FRET eIF4E-eIF4GI(517-606) binding, 2 h; inhibition, % at 21.7 µM; hit rate 0.37% among 220,000; AID 782;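 further: 0% = full FRET control wells and 100% = background wells lacking eIF4GI fragment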
Active calls of the source: *; . = no result given; [ ] = dose if it differs, or a comment.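 How the source made its calls, unless noted: active means inhibition above about 30% (limit read from the data); inactive means the rest.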

Results follow in this order: EBV gp42 inh	Furin inhibitor	thrombin 1536	Cl transport mod	KLK5 inh	14-3-3 Bad PPI	Rad51 HR inh	p47phox inh	eIF4E 4G PPI
> O=C1C(CSCc2ccccc2)NC(=S)N1c1ccccc1 (centres undefined)
 : 2	-12	-4	-0.15	-3	0	.	-21	-5
> O=Cc1cn(CC(=O)N2CCCCC2)c2ccccc12
 : -6	-30	-1	1	-14	-1	.	-10	10
> O=C(NCCOc1ccccc1)c1ncn[nH]1
 : -16	-8[20 µM]	-2	-0.88	-14	-2[fluorescence artefact?]	-2	-3	2[fluorescence artefact?]
> COc1cccc(-n2nnnc2SCC(=O)Nc2cccc(NC(C)=O)c2)c1
 : -8	-19	1	.	-19	11	12	-12	2
> O=C(NN1C(=O)c2ccccc2C1=O)c1ccc2c(c1)C(=O)N(CC1CCCO1)C2=O (centres undefined)
 : -9	-22	-5	0.24	-2	-1	-4	7	0
> O=[N+]([O-])c1cc(-c2cnc3ccccc3n2)ccc1Oc1ccc(Cl)cc1
 : -10	-5	1	0.12	0	-2	-2	-13	-1
> COc1ccc2[nH]cc(C3N4CC5(C)CN3CC(C)(C4)C5=O)c2c1 (centres undefined)
 : -3	-14[20 µM]	-5	1.8	-13	2	-2	3	1
> COC(=O)C(C(=O)OC)C(C[N+](=O)[O-])c1ccc(OC)c(OC)c1 (centres undefined)
 : 9	-15[20 µM]	-4	-0.4	-1	-12	-11	-10	9
> COC(=O)c1c(NC(=O)CN2CCOCC2)sc2c1CCC(C)C2 (centres undefined)
 : -4	-5	8	-1.7	-17	-9	11	-14	9
> NS(=O)(=O)c1cccnc1Nc1cccc(Cl)c1Cl
 : 1	-12[20 µM]	1	-0.044	-7	9	1	-12	6
> O=C(NC(=S)NNC(=O)c1cnccn1)c1ccc(F)cc1
 : -15	-38	6	2.4	-84	-17	14	-12	-1
> COc1cc(/C=N/NC(=O)C[n+]2ccccc2)cc(OC)c1OC
 : -5	-20	-4	0.93	-16	5	-2	-2	2
> O=C(N/N=C/c1ccc([N+](=O)[O-])cc1)c1cccc2cc[nH]c12
 : -11	-17	-8	0.089	-1	-6	0	-6	0
> CC1(C)CSC(=NCCc2ccccc2)N1C(=O)c1ccc(C#N)cc1
 : -7	-17	-7	-0.012	-6	8	6	5	1
> C=CCn1c(CCNC(=O)c2cccs2)nnc1SCC(=O)Nc1cccc(Cl)c1C
 : -7	-18[20 µM]	-2	.	-12	1	-5	-13	1
> COC(=O)c1cn(NC(=O)Cc2ccc(OC)c(OC)c2)c(=O)c2ccccc12
 : -6	-18	-3	-0.018	-4	-6	.	1	-2
> Cn1cnnc1Sc1ccc(/C=C/C(=O)c2ccc(O)cc2)cc1[N+](=O)[O-]
 : -4	-9	9	-0.027	-10	21	12	12	-3
> CCOC(=O)c1cc(C#N)c(SCC(=O)c2cc(C#N)c(SC)nc2C)[nH]c1=O
 : 22	-6	-3	-0.008	0	21	-6	-17	-9
> O=C(CN1C(=O)CC(c2ccccc2)S(=O)(=O)c2ccccc21)N1CCCC1 (centres undefined)
 : -3	-18	-1	0.92	-10	-9	7	-4	-2
> O=C1c2ccccc2C(=O)N1CCc1ccccn1
 : -12	1[20 µM]	-1	-0.1	-12	7	-11	-14	-3
> CCOC(=O)C1CCN(C(=O)C(C)c2ccc([N+](=O)[O-])cc2)CC1 (centres undefined)
 : 2	-12	0	0.57	-2	-1	15	-2	5
> Cc1ccc(C2CC(=O)Oc3cc(O)ccc32)cc1 (centres undefined)
 : 36	-12	-1	-0.45	-12	8	-13	-121	-3
> O=C(O)c1ccc(/C=N/NC(=O)C2CC2(c2ccccc2)c2ccccc2)cc1 (centres undefined)
 : 2	-13	-3	-1.3	-1	4	1	9	1
> O=C(CSC1=Nc2ccccc2C2=NC(CC(=O)NCc3ccco3)C(=O)N12)NCc1ccco1 (centres undefined)
 : 12	-21[20 µM]	1	.	0	13	8	-4	3
> CC(=O)N1N=C(c2ccncc2)CC1c1ccccc1O (centres undefined)
 : -2	-17	-9	-0.24	0	-13	-1	-6	-1
> CCOC(=O)N1CCC(NC(=O)C2CCCN(S(C)(=O)=O)C2)CC1 (centres undefined)
 : 2	-23	-2	.	-6	-4[fluorescence artefact?]	-1	-5	-13[fluorescence artefact?]
> COc1ccccc1C1C=C(c2ccccc2)Nc2nnnn21 (centres undefined)
 : -7	-23[20 µM]	1	0.69	-2	-13[fluorescence artefact?]	-7	6	2
> Cc1ccc([N+](=O)[O-])cc1NC1OC(CO)C(O)C1O (centres undefined)
 : -7	-21[20 µM]	-1	0.29	-2	0	-9	7	10
> CCN(CC)C(=O)/C(=C/c1ccc(F)cc1)NC(C)=O
 : 8	-25	-4	1.3	-12	-5	6	1	15
> O=C(Cc1ccc([N+](=O)[O-])cc1)Nc1ccc(O)cc1C(=O)O
 : -4	-15	-6	0.037	-11	-4	12	-8	21
> CC1=CN2C(=N)/C(=C/c3ccc(Sc4ccc(Cl)cc4)o3)C(=O)N=C2S1
 : -31	-15	3	9.2*	23	1	-15	-35	0
> CCCNC(=O)COC(=O)c1ccc(N2CCCC2)c([N+](=O)[O-])c1
 : -12	-15	-25	-0.065	-5	-8	13	-12	1
> COc1ccc(C(C(=O)NC2CCCCC2)N(C(=O)c2sc(C)nc2C)c2ccccc2C)cc1 (centres undefined)
 : -1	-23[20 µM]	-4	.	-10	6[fluorescence artefact?]	0	-5	-5
> CCN1C(=O)/C(=C\c2cccs2)C(C(=O)OC)=C1C
 : -22	0[20 µM]	2	.	-6	-18[fluorescence artefact?]	5	-12	1[fluorescence artefact?]
> Cc1ccc(CS(=O)(=O)c2ncn[nH]2)cc1
 : -6	-21	-2	1.5	-9	-8	8	-10	1
> CCOC(=O)c1ccc(NC(=O)c2ccc3c(c2)OCO3)cc1
 : -3	-19[20 µM]	0	0.81	2	-2	-7	-8	-4
> CCc1ccc(-n2c(=O)c3c(C)c(C(=O)N(C)C)sc3n(CC(=O)NCC3CCCO3)c2=O)cc1 (centres undefined)
 : -15	-31	-1	1.2	-6	-13	25	3	-2
> COc1ccccc1NC(=O)NCC(=O)Nc1c(C)cccc1C
 : -5	-12	-11	-0.71	-3	-12	-4	1	0
> COC(=O)c1ccc(N=Cc2c(C(F)(F)F)[nH][nH]c2=O)cc1
 : -2	-20	-7	-0.45	-3	-5	1	-8	1
> COC(=O)C(=Nc1ccccc1)/C(C(=O)C(=O)N(C)c1ccccc1)=C(\O)c1ccccc1
 : 12	-10	-4	0.37	-1	-1	9	-11	4

3 entries from above, with bars between the fields:
compound | EBV gp42 inh | Furin inhibitor | thrombin 1536 | Cl transport mod | KLK5 inh | 14-3-3 Bad PPI | Rad51 HR inh | p47phox inh | eIF4E 4G PPI
CCN1C(=O)/C(=C\c2cccs2)C(C(=O)OC)=C1C | -22 | 0[20 µM] | 2 | . | -6 | -18[fluorescence artefact?] | 5 | -12 | 1[fluorescence artefact?]
CCOC(=O)N1CCC(NC(=O)C2CCCN(S(C)(=O)=O)C2)CC1 (centres undefined) | 2 | -23 | -2 | . | -6 | -4[fluorescence artefact?] | -1 | -5 | -13[fluorescence artefact?]
O=C(NN1C(=O)c2ccccc2C1=O)c1ccc2c(c1)C(=O)N(CC1CCCO1)C2=O (centres undefined) | -9 | -22 | -5 | 0.24 | -2 | -1 | -4 | 7 | 0

Continuation:
Results follow in this order: EBV gp42 inh	Furin inhibitor	thrombin 1536	Cl transport mod	KLK5 inh	14-3-3 Bad PPI	Rad51 HR inh	p47phox inh	eIF4E 4G PPI
> Cc1ccc2[nH]nc(C(=O)N3CCCC(C(=O)c4ccc(Cl)cc4)C3)c2c1 (centres undefined)
 : 0	-6	-4	.	2	-1	.	1	-1
> COc1ccc(OCC(O)CNC(=O)c2ccc(OC)cc2)cc1 (centres undefined)
 : -6	-33	-2	-0.34	-16	0	6	-13	1
> CCc1ccc2c(c1)C(c1ccc([N+](=O)[O-])cc1)=NNC(c1ccc(F)cc1)=N2
 : -10	4[20 µM]	-11	.	-4	-9	-3	-8	-11
> CCn1c(N)c(C(=O)NCc2cccnc2)sc1=S
 : -7	-8	2	.	-6	0	2	-4	-6
> CCC(NC(=O)CCCc1ccccc1)c1ccccc1 (centres undefined)
 : -4	-12	1	-0.97	-4	-4[fluorescence artefact?]	25	-5	7
> S=c1[nH]nc(-c2ccco2)n1/N=C/C(Cl)=C/c1ccccc1
 : -12	-23	0	34*	-1	-14	5	-15	6
> COc1cc(NC(=O)c2cccc3c2C(=O)N(Cc2cccnc2)C3)cc(OC)c1OC
 : -15	-17	2	-0.074	0	2	11	-9	2
> Cc1ccc(/C(N)=N/OC(=O)c2cccs2)cc1
 : 3	-3	-2	0.056	-17	-1	-2	-20	0
> COc1ccc(C(O)c2nccn2Cc2ccccc2)cc1 (centres undefined)
 : -6	-1	1	0.57	-3	-8	-6	-2	-10
> C=CCNC(=S)Nc1ccc(Br)cc1F
 : -9	-22	-6	0.017	-28	-7[fluorescence artefact?]	.	-11	4[fluorescence artefact?]
> COc1cccc(-c2ccc(SCC(=O)N3CCN(c4ccccc4)CC3)nn2)c1
 : 2	-16	0	-0.0065	2	-5	0	-6	-3
> Cc1cc(C(=O)C(=O)NC(C)C)c(C)n1-c1ccc([N+](=O)[O-])cc1
 : -12	-19[20 µM]	-2	.	1	-4	-2	-4	1
> Cc1cccnc1NC(=O)CSc1nnc(COc2ccc(C(C)C)cc2)n1C
 : -14	-19	-6	0.074	-9	-1	10	-20	-1
> CC(C)C(=O)Nc1ccc(C(=O)NNC(=O)C(c2ccccc2)c2ccccc2)cc1
 : -6	-14[20 µM]	-4	.	-3	21	0	-8	-9
> COc1ccccc1/C=C/C=N/n1c(COc2ccccc2)n[nH]c1=S
 : -1	-11	-7	0.04	17	-14	2	-4	4
> COc1ccc(CCN2CCCn3c2nc2c3c(=O)n(Cc3ccccc3F)c(=O)n2C)cc1OC
 : -9	-30	-4	-0.055	1	-4	4	-16	-12
> CCc1cc2c(-n3nc(C)cc3C)ncnc2s1
 : -14	-9[20 µM]	-2	-0.18	-13	-6	-5	-7	5
> O=C(O)CSCc1c(F)cccc1Cl
 : 0	-13[20 µM]	2	1.2	-20	7[fluorescence artefact?]	0	-2	2[fluorescence artefact?]
> O=C(NC(=S)Nc1cccc(NC(=O)c2ccccc2Cl)c1)c1cccs1
 : 2	-25	-2	0.93	-8	-3	.	-12	2[fluorescence artefact?]
> O=C(Cc1ccc(-c2ccccc2)cc1)NCc1cccnc1
 : -17	-34	-9	-2.7	-1	-9	-1	6	0
> O=C(COc1ccc(Cl)cc1Cl)NNC(=S)NC(=O)c1ccco1
 : -8	-21	-2	70*	-26	-10	8	-10	1
> CCOC(=O)C1CCCN(C(=O)CCc2ccccc2)C1 (centres undefined)
 : -14	-12[20 µM]	-6	-1.3	-22	9[fluorescence artefact?]	0	-4	1[fluorescence artefact?]
> O=C(CSc1nnc(-c2ccco2)n1-c1ccccc1)NCc1ccc2c(c1)OCO2
 : -9	-15[20 µM]	-10	-0.12	-1	1[fluorescence artefact?]	-2	-11	2[fluorescence artefact?]
> Cc1ccccc1OCCSc1nc(N(C)C)nc(N(C)C)n1
 : -11	-14	-4	-0.52	-2	-12[fluorescence artefact?]	.	-19	3
> Cn1cc(Cl)c(-c2n[nH]c(=S)n2C2CCCCC2)n1
 : -3	-11	1	0.63	-18	6	-4	-6	2
> CCOC(=O)c1sc(NC(=O)CN2C(=O)c3cccc4cccc(c34)C2=O)nc1C
 : -1	0[20 µM]	0	0.36	6	25[fluorescence artefact?]	1	25	-47
> O=C1CNCc2[nH]c3ccccc3c2N1c1ccccc1
 : -19	-4[20 µM]	0	0.096	4	7	-2	-1	-1
> CCOc1ccc(-n2c(C)nc3c(cnn3-c3ccc(Cl)cc3)c2=O)cc1
 : -8	-8[20 µM]	1	-0.063	-7	-6	2	-17	-7

Bioassay records deposited in PubChem BioAssay by several laboratories.
